# EWS-Fli inh: EWS/Fli-driven NR0B1 reporter inhibitors, primary screen, A673 cells, NR0B1 luciferase, luminescence, MLPCN library. viability-normalised. inhibition, % at 12.6 µM. 0.67% of 350,000 active. AID 651661, 2012;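 active means mean inhibition of at least 50% after viability correction, with every replicate also passing that limit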;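 further: firefly luciferase signal divided by Alamar Blue viability fluorescence both relative to DMSO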
# S100A4 inh HTS: inhibitors of S100A4-myosin IIA peptide binding, primary screen, biochemical, fluorescence polarization, TAMRA-MyoIIA peptide; Protein S100-A4 (Homo sapiens), P26447; inhibition, % at 10.7 µM; 0.14% of 360,000 active; AID 652163, 2013;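 active means mean inhibition of at least 70% across replicates, with every replicate also reaching that level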
# Target sequence (P26447 whole entry, looked up): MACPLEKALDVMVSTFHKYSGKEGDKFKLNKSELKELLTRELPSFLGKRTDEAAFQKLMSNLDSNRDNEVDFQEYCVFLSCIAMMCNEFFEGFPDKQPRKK
#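 Material: S100A4 monomer (human). Medium: Calcium-containing HEPES buffer, pH 7.2. Probe or stimulus: labelled myosin peptide probe, 5 nM. Compound dosing: one concentration per compound. Timing: polarization read 5 min after assay mix addition, stable 5–60 min. Benchmarks: DMSO as neutral control, TFP as positive control.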
# esBAF inh: Bmi1 luciferase reporter increase in mESCs, primary screen, esBAF inhibitor project, mouse ES cells, Bmi1 luciferase knock-in, single point; 24 h; 100% = twice the neutral-well signal; 2% of 350,000 active; AID 602393, 2012; reporter increase, % at 12.5 µM; in the data active means activation above about 40%;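 further: 0% = median of the plate's neutral control wells and 100% = double that signal; a rise in the Bmi1 reporter signal indicates esBAF inhibition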
# RAD54 inh: inhibitors of human RAD54 branch migration, primary screen, biochemical, fluorescence, single point; inhibition, % at 10.4 µM; RAD54 Holliday junction branch migration, FAM/BHQ fluorescence; 0.14% of 360,000 active; DNA repair and recombination protein RAD54-like (Homo sapiens), Q92698;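 active means mean normalized replicate activity at least 40 and at least half of replicates scoring 40 or more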;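 further: 0% = median of neutral control wells and 100% = median of positive control wells; inhibitors cause a drop in the FAM fluorescence signal; in these data hits start at about 50%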
# Target sequence (Q92698 whole entry, looked up): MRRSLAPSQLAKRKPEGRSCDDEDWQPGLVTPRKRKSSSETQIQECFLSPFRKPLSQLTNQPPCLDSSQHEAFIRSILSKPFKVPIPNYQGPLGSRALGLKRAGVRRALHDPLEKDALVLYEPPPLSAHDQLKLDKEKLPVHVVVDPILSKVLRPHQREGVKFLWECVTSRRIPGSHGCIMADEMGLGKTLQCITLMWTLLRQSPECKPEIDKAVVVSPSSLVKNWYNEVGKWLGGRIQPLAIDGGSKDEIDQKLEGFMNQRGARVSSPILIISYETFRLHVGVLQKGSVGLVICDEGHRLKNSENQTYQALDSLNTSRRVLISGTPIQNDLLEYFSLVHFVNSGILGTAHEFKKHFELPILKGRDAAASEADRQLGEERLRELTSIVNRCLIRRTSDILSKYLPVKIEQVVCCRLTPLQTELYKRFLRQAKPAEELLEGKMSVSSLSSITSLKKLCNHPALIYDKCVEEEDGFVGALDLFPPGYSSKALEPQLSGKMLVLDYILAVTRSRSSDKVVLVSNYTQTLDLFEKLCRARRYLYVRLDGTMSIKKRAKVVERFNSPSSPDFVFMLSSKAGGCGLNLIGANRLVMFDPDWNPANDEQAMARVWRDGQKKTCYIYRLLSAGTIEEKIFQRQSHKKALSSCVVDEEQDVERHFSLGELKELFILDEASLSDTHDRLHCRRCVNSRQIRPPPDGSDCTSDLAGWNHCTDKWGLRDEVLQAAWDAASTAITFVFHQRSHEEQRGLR
# E-sel inducer: E-selectin induction in HUVECs, primary screen, imaging, HUVEC, immunofluorescence imaging, single point; P16581; normalized: neutral wells 0, TNF-alpha wells 100; activation, % at 7.58 µM; 0.37% of 260,000 active;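 active means mean E-selectin-positive cell signal at least 10% of the positive control, reached in at least 60% of replicates, without over 20% cell loss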;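 further: in these data hits start at about 27%; measured in HUVEC primary endothelial cells; signal is the percent of cells scored E-selectin positive by PE staining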
#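 Read-out: % PE-positive cells | Test system: HUVEC | Doses: One compound dose added by pin transfer | Buffer or medium: EGM-2 over gelatin coat | Signal: Immunofluorescence imaging | Benchmarks: TNF-alpha, DMSO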
# FN deposit inh: inhibitors of fibronectin matrix deposition, primary screen, AH1F cells, Alexa488-fibronectin fluorescence, plate reader; AH1F fibroblasts, overnight; inhibition, % at 12.6 µM; 0.086% of 350,000 active;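 active means mean inhibition across replicates of 30% or more, regardless of how many single replicates reach that level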;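 further: positive control wells lacked labelled fibronectin entirely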
#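 Test system: AH1F fibroblast monolayer depositing Alexa488-labelled fibronectin into matrix. Input: 10000 cells per well. Technique: fluorescence, ex 485 nm, em 525 nm. Buffer or medium: DMEM plus 2% serum, read in PBS. Timing: 1 h cell adhesion before compound, then overnight fibronectin incubation. Compound: single dose, pinned. Read-out basis: inhibition from reduced deposited-fibronectin fluorescence.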
# RAD52 inh: RAD52 DNA annealing inhibitors, primary screen, biochemical, FRET, single point, set 2 | recombinant RAD52 DNA annealing, FRET fluorescence | AID 651710, 2012 | inhibition, % at 18.7 µM | 0.46% of 360,000 active | DNA repair protein RAD52 homolog (Homo sapiens), P43351;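 active means every replicate showing at least 50% inhibition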
# Xi reactivation: activators of inactive X chromosome reactivation, primary screen, imaging, XiGFP fibroblasts, GFP high-content imaging, set 2. 0.055% of 360,000 active. activation, % at 7.58 µM. XiGFP mouse fibroblasts, % GFP-positive cells imaging, 3 d; cells co-treated with 5-aza-dC sensitizer; scaled so ellipticine positive control = 100%;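 active means mean normalized replicate activation at least 10% and every replicate at or above 10%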;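 further: 0% = median of on-plate neutral control wells and 100% = ellipticine 6 µM median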
#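 Assay system: SV40-immortalized XiGFP fibroblast cells, line 68-5-11; buffer or medium: DMEM plus 5-aza-dC sensitizer; compound: one concentration, pinned; timing: compounds 3 days, fix/stain 15 min at room temperature; benchmarks: positive control ellipticine, 6 µM final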
# Starred values were filed as active, the others as inactive; nt = not tested or not shown.
SMILES,EWS-Fli inh,S100A4 inh HTS,esBAF inh,RAD54 inh,E-sel inducer,FN deposit inh,RAD52 inh,Xi reactivation
Cc1cc(C(=O)Nc2ccc(S(=O)(=O)N3CCCC3)cc2)no1,-3,1,-1,-8,2.8,9,-11,-0.1
Nc1ccc(S(=O)(=O)NC2(C(F)(F)F)NC(=O)N(c3ccccc3F)C2=O)cc1 (configuration not stated),0,-1,-1,5,nt,0,-5,0.0
O=C(C[C@H]1C=C[C@@H](NS(=O)(=O)c2ccc(F)cc2)[C@@H](CO)O1)N1CCN(c2ccccc2)CC1,3,-3,-5,-11,-0.5,nt,2,-0.4
COc1ccc(NC(=O)NCCCN2CCc3ccccc3C2)cc1,13,-1,3,-1,0.0,-14,-4,0.5
COc1ccc(NC(=O)CCCc2ccccc2)c(OC)c1,-18,5,9,2,0.1,10,4,0.3
COc1ccccc1N1CCN(C(c2cccs2)C(C)NC(=O)C(=O)N2CCCCC2)CC1 (configuration not stated),nt,-4,2,-7,nt,-5,9,0.0
CCC(=C(c1ccc(OC)cc1)c1ccc(OC)cc1)c1cn(CC(O)CN(CCO)CCO)c2ccccc12 (configuration not stated),15,7,nt,nt,-1.3,-11,0,0.0
Cc1cccc(-c2ccc([C@@H]3[C@@H](CO)N4CCCCN(C(=O)c5ccncc5)C[C@@H]34)cc2)c1,-22,3,-1,3,0.0,nt,-3,0.1
COc1ccccc1CCNC(=O)C(=O)Nc1cc2c3c(c1)CC(=O)N3CCC2,-4,-2,nt,4,0.2,1,-10,-0.1
CC(=O)N1CCN(C(=O)COC(=O)c2oc3ccccc3c2C)CC1,5,3,-2,2,-1.7,-1,-17,-0.1
N#CCCn1cc(C(=O)Nc2ccc(C(=O)O)cc2)c(-c2cccc(Br)c2)n1,1,-2,-7,1,nt,-3,0,0.0
Cc1cc(NC(=O)CCC(=O)N(Cc2ccccc2)C2(C(=O)NC3CCCCC3)CCCC2)no1,17,1,2,-5,nt,nt,-4,0.0
CCCNC(=S)Nc1ccc(Oc2ccccc2)cc1,nt,nt,11,4,1.7,2,nt,nt
Cc1ccc(C)c(CSC2=NCCN2C(=O)c2cccs2)c1,13,2,nt,nt,-1.7,nt,15,0.2
Cc1ccccc1S(=O)(=O)N1CCCCN2[C@H](C1)[C@H](c1ccc(-c3cccnc3)cc1)[C@@H]2CO,5,nt,7,-29,-1.0,nt,-5,0.1
CCC(C)NC(=O)c1oc2ccc(S(=O)(=O)N3CCC4(CC3)OCCO4)cc2c1C (configuration not stated),9,-3,-2,-5,1.9,5,-11,0.0
O=C(CSc1ncnc2nc[nH]c12)Nc1ccc(Br)cc1Cl,-2,-7,nt,nt,1.4,-7,-9,0.1
COc1ccc(CCNc2nc(C)cc(C)n2)cc1OC,7,2,-7,-2,nt,3,-10,0.2
Cc1[nH]c2ccccc2c1Cc1nnc(SCc2ccccc2)o1,2,-1,6,1,nt,18,-36,-0.2
COc1ccccc1OCCCN1C(=O)C(=O)c2cccc(C)c21,45,-3,0,-5,nt,4,-2,0.4
COc1ccc(CCNC(=O)C(=O)NCC2OCCN2S(=O)(=O)c2ccc(Cl)cc2)cc1 (configuration not stated),11,3,13,-1,-0.2,1,-7,0.2
COc1ccc(CN(C)C[C@H]2OCCCC[C@@H](C)Oc3ccc(NC(=O)Nc4ccccc4)cc3C(=O)N([C@H](C)CO)C[C@H]2C)cc1,-6,nt,4,-4,0.1,13,nt,0.2
CCCNC(=O)N(C)C[C@H]1Oc2cc(C3=CCCCC3)ccc2S(=O)(=O)N([C@@H](C)CO)C[C@H]1C,5,-6,-8,-1,0.8,-21,5,-0.2
Cc1cnc(CNC(=O)C2CCC(=O)N(Cc3ccc(Cl)cc3)C2)[nH]1 (configuration not stated),nt,2,0,1,-0.9,nt,-4,0.0
COc1ccccc1CNC(=O)C1CCN(S(=O)(=O)c2cccc([N+](=O)[O-])c2)CC1,6,1,4,-3,nt,-4,-10,0.0
C[C@H]1CCCCO[C@H](CN(C)C(=O)CCCN(C)C)[C@@H](C)CN([C@@H](C)CO)C(=O)c2cc(NC(=O)Nc3ccc(C(F)(F)F)cc3)ccc2O1,-3,nt,-3,27,-0.1,nt,nt,-0.6
CCC(=O)N1CC(=O)N2[C@@H](CO)[C@H](c3ccc(C#CC4CCCC4)cc3)[C@@H]2C1,57*,-21,nt,nt,-0.1,2,13,0.0
CCS(=O)(=O)N1CCCCN2[C@@H](CO)[C@@H](c3ccc(C#Cc4ccccc4OC)cc3)[C@@H]2C1,nt,0,nt,0,0.4,nt,-36,0.1
COc1ccccc1NC(=O)c1ccc(S(=O)(=O)N(C)C)cc1,-4,-1,11,1,nt,10,5,0.0
CCC(=O)Nc1ccc2c(c1)C(=O)N(C)C[C@@H](OC)[C@@H](C)CN(C(=O)CN1CCOCC1)[C@H](C)CO2,0,nt,-6,nt,-0.2,0,nt,0.2
Cc1ccc(C(=O)N2CCC(N3CCC(C(=O)N4CCOCC4)CC3)CC2)cc1C,5,-10,nt,3,nt,-1,-52,0.0
CC(=O)c1cccc(OCC(O)CNCC2COc3ccccc3O2)c1 (configuration not stated),14,0,nt,nt,-0.2,-1,0,0.1
Fc1ccc(CSc2ccc(-c3ccco3)nn2)cc1,-97,-1,nt,5,nt,-5,-2,0.0
COC(=NC(C)C)NC(C)C,13,-9,nt,nt,0.1,5,-8,-0.1
Cc1ccc(C(=O)Nc2cccc(C(F)(F)F)c2)cc1Nc1cnccn1,-19,2,1,-2,0.2,-3,-2,0.0
CO[C@H]1CN(C)C(=O)c2ccc(NS(=O)(=O)c3ccccc3Cl)cc2OC[C@H](C)NC[C@H]1C,2,7,3,-2,0.0,-18,-4,0.2
CN1CCN(c2ccc(CNC(=O)C3Cc4c(-c5cccc(F)c5)ccnc4O3)cc2)CC1 (configuration not stated),-7,-1,-1,21,0.8,0,7,0.8
Cn1c(=O)c2cc(NC(=S)NC3CC3)ccc2n1Cc1cccc(C(F)(F)F)c1,9,-3,-1,3,-0.1,29,-5,0.0
CCC(CC)COC(=O)C1=C(C)NC(=O)NC1c1ccc(N(C)C)cc1 (configuration not stated),8,-3,-2,-8,nt,1,-13,0.0
CCS(=O)(=O)N1CC(=O)N2[C@H](CO)[C@@H](c3ccc(-c4ccc(C)cc4)cc3)[C@@H]2C1,-3,-12,nt,nt,-0.4,nt,4,0.1
C[C@@H]1CN([C@@H](C)CO)C(=O)c2cc(NS(=O)(=O)c3cccs3)ccc2O[C@H]1CN(C)S(C)(=O)=O,-12,-22,-5,2,4.2,nt,2,-0.1
O=C(NCCc1ccccc1)[C@@H]1[C@@H](CO)[C@@H]2Cn3c(cccc3=O)[C@@H]2N1Cc1cccnc1,-4,nt,-3,-5,0.0,nt,-16,0.1
CC(=O)Nc1ccc(S(=O)(=O)Nc2ccc(Cc3ccncc3)cc2)cc1,12,-4,17,-5,nt,2,0,0.0
COC(=O)N1CCN(c2ccc(C)cc2)C(C)C1 (configuration not stated),-20,-4,-5,-5,0.6,nt,-6,0.9
CCCC#Cc1cnc2c(c1)C(=O)N([C@@H](C)CO)C[C@H](C)[C@H](CN(C)C(=O)Nc1ccccc1OC)O2,-16,6,0,-4,-0.2,-23,6,-0.2
COCCCNC(=O)/C(C#N)=C/c1cc(C)[nH]c1C,-29,-3,nt,nt,0.2,0,-18,0.0
COCCCNC(=O)/C(C#N)=C/c1c(N2CCN(C)CC2)nc2c(C)cccn2c1=O,-1,0,-1,-1,-0.1,7,1,-0.1
C/C(=N\OCC(=O)NC(C)C)c1cccs1,-11,-1,nt,nt,nt,3,-2,0.1
CCN(CC)S(=O)(=O)c1ccc(C(C)NC(=O)C2CCCN2C(=O)c2cccs2)cc1 (configuration not stated),6,0,-7,5,nt,-8,-10,0.2
Cc1ccc(-c2cnc3c(c2)C(=O)N([C@H](C)CO)C[C@@H](C)[C@@H](CN(C)Cc2ccccc2C(=O)O)O3)cc1,-16,4,4,8,nt,nt,-5,0.7
CCOC(=O)N/N=C/c1ccc(Oc2ccccc2)cc1,-83,4,39,8,16,-8,-1,0.0
O=C(c1cccc(F)c1)N1CC(=O)N2[C@H](C1)[C@@H](c1ccc(-c3ccccc3F)cc1)[C@@H]2CO,6,-1,nt,nt,0.5,nt,19,0.1
CCCCCC(=O)Nc1cc(S(=O)(=O)N2CCOCC2)ccc1N1CCN(C)CC1,10,0,-8,-14,-0.9,-5,-8,0.0
COc1ccc(CN2CCc3ccccc3C2)cc1Br,4,4,2,-8,0.5,8,-5,0.0
C[C@@H]1CN([C@H](C)CO)C(=O)c2cccc(NC(=O)Nc3ccc(C(F)(F)F)cc3)c2O[C@H]1CN(C)Cc1ccc2c(c1)OCO2,17,14,-5,-4,0.2,5,2,-0.1
CO[C@H](CN(C)Cc1ccc2c(c1)OCO2)[C@H](C)CN(C(=O)c1ccccc1)[C@H](C)CO,-5,-5,1,2,0.2,-7,-12,0.1
COCCOC(=O)N1C(=O)[C@@]2(c3cc(C#CC4(O)CCCCCC4)ccc31)[C@H](c1ccccc1OCCO)N1[C@H](c3ccccc3)[C@H](c3ccccc3)OC(=O)[C@H]1[C@@H]2C(=O)N1CCc2cc(OC)c(OC)cc2C1,9,-17,nt,-4,nt,nt,7,nt
C[C@H](CO)N1C[C@H](C)[C@@H](CN(C)S(=O)(=O)c2ccc(F)cc2)Oc2cc(C3=CCCC3)ccc2S1(=O)=O,15,2,1,2,0.1,nt,0,0.1
O=C(COC(=O)C1CC1)NC(=O)NCc1ccccc1,-6,1,nt,-1,0.0,-1,-11,0.0
Cc1c(NC(=S)N/N=C/C=C/c2ccccc2)c(=O)n(-c2ccccc2)n1C,-14,0,5,5,-0.1,-7,-17,0.2

# As a working copy, some entries already given.
SMILES,EWS-Fli inh,S100A4 inh HTS,esBAF inh,RAD54 inh,E-sel inducer,FN deposit inh,RAD52 inh,Xi reactivation
CCN(CC)S(=O)(=O)c1ccc(C(C)NC(=O)C2CCCN2C(=O)c2cccs2)cc1 (configuration not stated),6,0,-7,5,nt,-8,-10,0.2
Cc1ccc(-c2cnc3c(c2)C(=O)N([C@H](C)CO)C[C@@H](C)[C@@H](CN(C)Cc2ccccc2C(=O)O)O3)cc1,-16,4,4,8,nt,nt,-5,0.7
CCOC(=O)N/N=C/c1ccc(Oc2ccccc2)cc1,-83,4,39,8,16,-8,-1,0.0
O=C(c1cccc(F)c1)N1CC(=O)N2[C@H](C1)[C@@H](c1ccc(-c3ccccc3F)cc1)[C@@H]2CO,6,-1,nt,nt,0.5,nt,19,0.1
